Screens deposited in PubChem by Broad Institute.
CASP6 VEID inh: inhibitors of human caspase-6; purified caspase-6, Z-VEID-R110 cleavage fluorescence; 350,000 compounds, 0.53% hits; inhibition, % at 12.5 µM; AID 686996; P55212;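 active = mean inhibition across replicates at least about 35%, with every replicate also reaching that limit, limit read from the data; inconclusive = only one of the two criteria met; inactive = neither criterion met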;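 also: 0% = median of neutral control wells and 100% = no fluorescence left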
Target sequence (P55212 24-179 limits assumed): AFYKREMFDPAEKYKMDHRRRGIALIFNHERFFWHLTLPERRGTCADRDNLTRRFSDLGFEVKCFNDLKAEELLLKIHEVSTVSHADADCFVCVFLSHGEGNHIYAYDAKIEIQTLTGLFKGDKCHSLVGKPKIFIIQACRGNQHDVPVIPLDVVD
Target sequence (P55212 194-293 limits assumed): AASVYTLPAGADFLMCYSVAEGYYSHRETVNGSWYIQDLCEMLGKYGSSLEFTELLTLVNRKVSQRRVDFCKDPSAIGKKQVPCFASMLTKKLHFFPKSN
EWS-Fli inh: inhibitors of EWS/Fli oncoprotein transcriptional activity | inhibition, % at 12.6 µM | 350,000 compounds, 0.67% hits | AID 651661 | A673 NR0B1-luciferase reporter, viability-normalised;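 active = mean inhibition of at least 50% after viability correction, with every replicate also passing that limit; inconclusive = mean reaches 50% but only one of two replicates passes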;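 also: firefly luciferase signal divided by Alamar Blue viability fluorescence both relative to DMSO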
PAX8 reporter: PAX8 transcriptional activity inhibition; 360,000 compounds, 1.2% hits; RMG-I TPO-luciferase reporter, SteadyGlo, 24 h; AID 652154; inhibition, % at 12.6 µM;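 active = mean replicate inhibition at least 60% with every replicate also reaching 60%; inconclusive = only one of the two criteria is met; inactive = mean below 60% and not all replicates reaching 60%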;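 also: luciferase light reporting Pax8 driven TPO promoter activity; plate controls were median of neutral control wells for no effect and mitoxantrone controls for full effect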
LGR2 inh: inhibitors of bursicon-induced Drosophila LGR2 receptor cAMP signaling; inhibition, % at 9.99 µM; HEK293 LGR2, CRE-luciferase, bursicon-stimulated, 4 h; 380,000 compounds, 0.35% hits; AID 720647;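 active = drop in luminescence signal, shown as inhibition above about 50% in the replicate tests, limit read from the data, passing the limit was not always enough; inconclusive = probably only some replicates passing the limit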;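 also: agonist challenge used bursicon conditioned medium at about half maximal strength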
DENV2 CPE: protects cells from dengue virus 2 cytopathic effect; DENV2-infected cells, cytopathic effect rescue, plate reader; CPE inhibition, % at 9.99 µM; AID 651640; 350,000 compounds, 1.7% hits; in the data active = CPE inhibition above about 20%, passing the limit was not always enough; inconclusive = no clear call, values can overlap the other calls; tested in BHK-21 cells;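 also: 0% = median of neutral control wells and 100% = median of positive control wells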
SIRT5 inh: sirtuin-5 (human) deacylase inhibition. Q9NXA8. Purified SirT5, succinyl-peptide AMC, trypsin-coupled fluorescence. inhibition, % at 15 µM. 330,000 compounds, 1.1% hits. AID 652115; in the data active = inhibition above about 15%; inconclusive = no clear call, values can overlap the other calls
Target sequence (Q9NXA8 whole entry, looked up): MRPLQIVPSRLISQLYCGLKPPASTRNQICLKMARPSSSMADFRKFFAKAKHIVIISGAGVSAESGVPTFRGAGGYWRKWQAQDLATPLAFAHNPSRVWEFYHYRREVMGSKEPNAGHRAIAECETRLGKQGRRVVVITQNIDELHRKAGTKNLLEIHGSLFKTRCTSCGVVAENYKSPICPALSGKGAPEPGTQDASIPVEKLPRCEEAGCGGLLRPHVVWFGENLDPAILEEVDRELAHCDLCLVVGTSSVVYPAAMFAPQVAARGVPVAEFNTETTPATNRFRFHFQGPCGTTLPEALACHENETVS
ARNT-TACC3 inh: ARNT/TACC3 interaction disruption. Q9Y6A5. AlphaScreen His-ARNT PAS-B/GST-TACC3 binding, luminescence; TACC3 fragment carries E629A point mutation. inhibition, % at 9.99 µM. 390,000 compounds, 0.66% hits. AID 623870;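 active = mean inhibition of replicates at least 50% and at least half of replicates each reaching 50%; inconclusive = half or more replicates reach 50% but mean below 50%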;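 also: 0% = complete ARNT plus TACC3 wells and 100% = ARNT alone without TACC3; many hits fall short of the cut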
An asterisk follows results filed as active; ? = inconclusive; . = not tested or not shown; & = joins results of further samples.

nr	SMILES	CASP6 VEID inh	EWS-Fli inh	PAX8 reporter	LGR2 inh
1	COc1ccc(CN2CCN(CCc3ccccc3)C(CCO)C2)cc1Cn1cncn1 (stereo unspecified)	-4	8	8	11
2	Cc1csc(NC(=O)CSc2nnc(-c3ccc(S(=O)(=O)N4CCCC4)cc3)o2)n1	2	12	.	3
3	O=S1(=O)c2c(F)cccc2OC(COCc2ccccc2)CN1C1CCCC1 (stereo unspecified)	-4	2	0	30
4	COc1c(C)cc(C(=O)C2CCCN(C(=O)c3ccoc3)C2)cc1C (stereo unspecified)	2	-5	-4	-12
5	Cc1ccc(SCC(=O)NC(=O)c2ccc(S(=O)(=O)N(C)C)cc2)cc1C	.	.	14	8
6	COc1ccc(-c2nc3ccccc3c(=O)n2CC(C)C)cc1	-1	4	3	-6
7	O=C(Nc1ccc(Cl)cn1)c1ccccc1-c1ccccc1	0	-8	8	-25
8	Cc1ccc(S(=O)(=O)N2CC(=O)NC(=O)C2)cc1	0	1	-8	-7
9	COc1ccc(NC(=O)N2CC(=O)N3[C@@H](CO)[C@H](c4ccc(-c5ccccc5)cc4)[C@@H]3C2)cc1	-4	3	-20	-8
10	O=C(/C=C/c1ccco1)N1CCN(S(=O)(=O)c2ccccc2)CC1	48*	3	2	-2
11	N/N=C(\c1ccccc1)c1cc(Br)ccc1N	0	16	16	-6
12	COCC(=O)N(C)C[C@@H]1Oc2ncc(C#Cc3ccccc3OC)cc2C(=O)N([C@@H](C)CO)C[C@H]1C	0	-8	.	-8
13	Fc1cc(F)c2nc(Nc3nc4cc5c(cc4s3)OCO5)sc2c1	-1	-3	-52	-77
14	COc1ccc(C(=O)N2CCN(c3ccc(C(C)=O)cc3F)CC2)cc1S(=O)(=O)NC1CC1	-2	-29	-35	-28
15	CC(=O)O[C@@H]1C=C[C@@H](C#Cc2ccc(C(C)(C)C)cc2)O[C@@H]1COC(=O)Nc1ccccc1	-7	12	-10	.

nr	DENV2 CPE	SIRT5 inh	ARNT-TACC3 inh
1	0	1	.
2	-4	-1	2
3	3	-8	1
4	6	-1	0
5	.	.	-2
6	-4	0	-2
7	-4	-1	.
8	8	-4	-5
9	-4	3	.
10	-3	5	3
11	-8	-6	2
12	14	0	-11
13	8	-14	-1
14	-3	1	.
15	20	.	.

The results go on:
nr	SMILES	CASP6 VEID inh	EWS-Fli inh	PAX8 reporter	LGR2 inh
16	O=C(C[C@@H]1CC[C@@H]2[C@H](COC[C@@H](O)CN2S(=O)(=O)c2ccc(F)cc2)O1)NCCN1CCCCC1	0	5	-14	-2
17	O=C(COC(=O)c1cc([N+](=O)[O-])ccc1NCCO)c1ccccc1	-1	0	7	-18
18	CC(NC(=O)CCl)c1ccccc1Br (stereo unspecified)	-4	-1	0	15
19	O=C(COC(=O)CCc1nc2ccccc2c(=O)[nH]1)NC(=O)NC1CCCC1	.	.	8	3
20	C[C@@H]1CN([C@@H](C)CO)C(=O)c2c(c3ccccc3n2C)-c2ccccc2CO[C@@H]1CN(C)C(=O)[C@@H](Cc1ccccc1)N(C)C	3	15	38	-4
21	COc1ccc(C(=S)N2CCN(c3cccc(Cl)c3)CC2)c(OC)c1	2	56*	35	16
22	Cc1c(CNCCc2ccc(Cl)cc2)c(C(=O)O)c(C)n1Cc1ccccc1	-2	-9	-6	11
23	NCCCC[C@H]1CNC(=S)N1CC1CCCCC1	-101	-5	7	.
24	Cc1cccc(NC(=O)CNC(=O)c2ccccc2Cl)n1	3	.	.	-4
25	N#Cc1ccsc1NC(=O)CN1CCN(S(=O)(=O)c2ccc3ccccc3c2)CC1	-7	-8	36	.
26	COC(=O)c1ccc(-c2nc(CN3CCN(Cc4cccc(C)c4)CC3)c(C)o2)cc1	0	1	-26	8
27	COc1ccc(-c2nc(CS(=O)CC(=O)NCCN3CCCCC3C)c(C)o2)cc1OC (stereo unspecified)	-31	.	12	-8
28	COC(=O)[C@]12C[C@H](CC(=O)NCC34CC5CC(CC(C5)C3)C4)C(=O)N(CCC3=CCCCC3)C1=C[C@H](C(C)(C)C)O[C@@H]2C	0	8	-10	5
29	COC(=O)c1ccccc1NC(=O)c1ccnn1C	1	-20	-24	-23
30	COc1ccc(S(=O)(=O)N(C)[C@H]2C[C@H]3c4cc(N5CCN(C)CC5)ccc4CCN3C(=O)[C@H]2[C@H](C)O)cc1	-5	-6	3	-48

nr	DENV2 CPE	SIRT5 inh	ARNT-TACC3 inh
16	-4	-5	-14
17	-18	-7	3
18	0	-3	1
19	.	.	-6
20	-6	6	12
21	-5	-1	8
22	2	-1	0
23	3	-3	0
24	3	0	0
25	.	3	-8
26	-2	-5	8
27	-4	-2	6
28	-6	.	.
29	4	-4	.
30	10	0	.

The list continues.
nr	SMILES	CASP6 VEID inh	EWS-Fli inh	PAX8 reporter	LGR2 inh
31	CSC[C@H](NC(=O)COc1cc2c(c3oc(=O)c(C)c(C)c13)CCC(C)(C)O2)C(=O)O	-1	2	-1	-4
32	C[C@@H]1CN([C@@H](C)CO)C(=O)c2cc(Br)cnc2O[C@@H]1CN(C)S(=O)(=O)c1ccc(F)cc1	0&2&6	-5&-3&2	-13	9&2
33	C[C@@H]1CN([C@@H](C)CO)S(=O)(=O)c2ccc(-c3ccc(F)cc3)cc2O[C@H]1CN(C)C(=O)C1CCOCC1	3	-1	.	8
34	C=Cn1cc[n+](CC(=O)c2ccc(-c3ccccc3)cc2)c1	-19	11	21	16
35	CC(=O)N1CCN(c2ccccc2NC(=O)c2cccs2)CC1	-1	.	4	5
36	COc1ccc2c3c(n(C)c2c1)[C@H](CO)N(C(C)=O)CC31CCN(Cc2ccccc2OC)CC1	-1	-10	.	3
37	Cc1ccc(C(=O)C[n+]2ccc(Cc3ccccc3)cc2)cc1	-1	27	18	3
38	OCCc1c[nH]c2ccccc12	-4	-6	.	4
39	CCOC(=O)NC(O)C(=O)c1ccc(F)cc1 (stereo unspecified)	0	17	5	-18
40	CNC(=S)N=Nc1c(O)[nH]c2ccccc12	.	.	8	-11
41	CCn1c(CC(=O)Nc2ccccc2F)nnc1SCC(=O)NC1CCCCC1	1	2	-14	-14
42	CCc1ccc([C@@H]2C[C@H]3[C@@H](CN2S(=O)(=O)c2ccc(C)cc2)C(=O)C[C@@H](c2ccc(Cl)cc2)N3S(=O)(=O)c2ccc(C)cc2)cc1	-1	7	14	11
43	Nc1nc2ccc(Cl)cc2o1	-1	-15	-23	3
44	Cc1cc(NC(=O)c2cnccn2)no1	2	0	.	-5
45	C[C@@H](NC(=O)[C@@H]1N[C@@H]2c3ccc(-c4cccnc4)c(=O)n3C[C@@H]2[C@H]1CO)c1ccccc1	-3	0	.	-4

nr	DENV2 CPE	SIRT5 inh	ARNT-TACC3 inh
31	-2	-78	27
32	3&0&2	0&10&8	-3&1
33	5	1	-6
34	2	-6	7
35	7	1	1
36	-2	-2	.
37	.	0	0
38	?	3	-22
39	.	-7	8
40	.	.	7
41	4	-1	.
42	3	0	.
43	3	.	-19
44	-9	-3	.
45	2	-24	-4

Carrying on:
nr	SMILES	CASP6 VEID inh	EWS-Fli inh	PAX8 reporter	LGR2 inh
46	CCCn1cnc2cc(NCc3cccc(OC)c3)ccc21	-2	-97	.	-15
47	Cc1cc(-c2cccs2)c2c(N)c(C(=O)c3ccc4c(c3)OCO4)sc2n1	-3	-7	13	.
48	Cc1ccn(CC(=O)N2CCCC(N3CCN(c4cccc(C(F)(F)F)c4)CC3)C2)n1 (stereo unspecified)	-2	11	16	2
49	CN(CC(=O)Nc1ccc(F)cc1)C(=O)CNC(=O)C1CCCCC1	-5	4	4	-7
50	O=[N+]([O-])c1ccc(O)c(/C=N/n2cnnc2)c1	.	.	15	-18
51	O=C1NC[C@H](CCCCN2CCN(CC3CCCCC3)C(=O)C2=O)N(CCC2CCCCC2)C1=O	5	3	-5	-25
52	Cc1ccc(C)c(-n2c3nc(=O)[nH]c(=O)c-3cc3cc([N+](=O)[O-])ccc32)c1	50*	70*	34	26
53	O=C(C1CCOCC1)N1[C@H](CO)[C@@H](c2ccccc2)C12CN(Cc1cccc(Cl)c1)C2	-1	-4	4	4
54	COc1ccc(C(=O)N2C[C@@H]3[C@H](c4ccccc42)[C@@H](CO)N3C(=O)c2cccc(F)c2)cc1	0	-2	16	8
55	C/C(=N\NC(=O)Cn1nnc2ccccc21)c1ccco1	-1	3	30	-4
56	C=CCN(C(=O)CNC(=O)c1ccco1)C(C(=O)NC1CCCC1)c1cccs1 (stereo unspecified)	-1	0	1	.
57	CN(C(=O)c1ccccc1)c1ccccc1C(=O)NCCc1ccccc1	-2	.	15	-2
58	Cc1cc(NC(=O)CSc2nnc(CNC(=O)c3c(F)cccc3F)o2)no1	0	-8	-6	-3
59	Cc1ccc(S(=O)(=O)Nc2ccc3c(c2)C(=O)N([C@@H](C)CO)C[C@@H](C)[C@H](CN(C)C(=O)Nc2ccc(C(F)(F)F)cc2)O3)cc1	-1	10	.	-13
60	Cc1ccc(CNC(=O)c2ccc(S(=O)(=O)N3CCCCC3)cc2)cc1	-3	16	-1	-20
61	COc1cc2c(C(=O)NCc3ccccn3)cn(CC(C)C)c(=O)c2cc1OC	4	15	1	-18
62	NS(=O)(=O)c1ccc(CCNC(=S)NC2CCCCC2)cc1	1	6	-3	2

nr	DENV2 CPE	SIRT5 inh	ARNT-TACC3 inh
46	.	-2	1
47	-3	-2	-5
48	-18	-1	.
49	7	5	-7
50	.	.	-1
51	3	-4	.
52	.	6	7
53	-8	1	.
54	-10	-3	6
55	3	-2	23
56	1	-2	-10
57	20	-2	.
58	-7	0	38
59	6	1	-3
60	8	1	-19
61	9	-5	-7
62	13	-1	0

Structures from the list above that have a Cl atom, in the order listed:
nr	SMILES	CASP6 VEID inh	EWS-Fli inh	PAX8 reporter	LGR2 inh
7	O=C(Nc1ccc(Cl)cn1)c1ccccc1-c1ccccc1	0	-8	8	-25
18	CC(NC(=O)CCl)c1ccccc1Br (stereo unspecified)	-4	-1	0	15
21	COc1ccc(C(=S)N2CCN(c3cccc(Cl)c3)CC2)c(OC)c1	2	56*	35	16
22	Cc1c(CNCCc2ccc(Cl)cc2)c(C(=O)O)c(C)n1Cc1ccccc1	-2	-9	-6	11
24	Cc1cccc(NC(=O)CNC(=O)c2ccccc2Cl)n1	3	.	.	-4
42	CCc1ccc([C@@H]2C[C@H]3[C@@H](CN2S(=O)(=O)c2ccc(C)cc2)C(=O)C[C@@H](c2ccc(Cl)cc2)N3S(=O)(=O)c2ccc(C)cc2)cc1	-1	7	14	11
43	Nc1nc2ccc(Cl)cc2o1	-1	-15	-23	3
53	O=C(C1CCOCC1)N1[C@H](CO)[C@@H](c2ccccc2)C12CN(Cc1cccc(Cl)c1)C2	-1	-4	4	4

nr	DENV2 CPE	SIRT5 inh	ARNT-TACC3 inh
7	-4	-1	.
18	0	-3	1
21	-5	-1	8
22	2	-1	0
24	3	0	0
42	3	0	.
43	3	.	-19
53	-8	1	.

Random draw from the library; overall some 4.9% were active at least once.
